CaV13 ICDI inh – Disruptors of the CACNA1D IQ motif to Ca2+-dependent inactivation inhibitor domain association, primary screening, Förster resonance energy transfer in intact living …; HEK cells, CFP/YFP FRET ICDI-IQ, plate reader, 10 min; percent FRET-ratio fall versus neutral wells; inhibition, % at 12.3 µM; AID 743397; 340,000 compounds, 0.098% hits;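 active means mean replicate inhibition of at least 30% and at least 1% of replicates passing that level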;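 further: 0% = median of the neutral control wells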
PDI turbidity – inhibitors of human PDI, primary screen, biochemical, turbidity, single point, plate reader | Protein disulfide-isomerase (Homo sapiens), P07237 | PDI insulin aggregation turbidity, A650, 90 min | inhibition, % at 10 µM | 350,000 compounds, 0.052% hits;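 active means mean inhibition across replicates of 30% or more, whatever share of single replicates reach that level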;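 further: absorbance from insulin aggregation driven by PDI reduction with DTT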
MC4R antagonist – MC4R antagonists of cAMP signaling, primary screen, cell-based, TR-FRET, antagonist arm of biased-ligand search; AID 540295, 2011; 360,000 compounds, 0.48% hits; inhibition, % at 6.5 µM; MC4R-expressing cells, MTII-stimulated cAMP, LANCE TR-FRET; Melanocortin receptor 4 (Homo sapiens), P32245;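 active means inhibition above its plate's cutoff, the mean of tested wells on that plate plus 3 SD, cut at about 29% in these data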;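 further: 0% = Melanotan II alone and 100% = Melanotan II plus saturating MCL0020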
Target sequence (P32245 whole entry, looked up): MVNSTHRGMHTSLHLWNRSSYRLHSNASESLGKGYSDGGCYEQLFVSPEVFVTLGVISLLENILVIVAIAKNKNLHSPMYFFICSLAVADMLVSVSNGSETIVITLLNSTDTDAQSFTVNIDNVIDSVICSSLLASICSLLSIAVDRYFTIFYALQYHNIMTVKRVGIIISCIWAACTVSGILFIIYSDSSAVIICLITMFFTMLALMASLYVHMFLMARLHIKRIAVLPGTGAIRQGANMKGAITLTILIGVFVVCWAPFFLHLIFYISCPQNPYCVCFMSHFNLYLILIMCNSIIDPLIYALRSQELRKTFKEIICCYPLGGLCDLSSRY
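System: U2OS cells stably expressing human melanocortin 4 receptor (MC4R). Reagent: Melanotan II challenge after compound preincubation. Doses: 6.5 µM. Times: 30-min compound, 1-h challenge, 1-h detection, room temperature. Measured by: TR-FRET with Eu-cAMP and labeled anti-cAMP, 671 nm. Replicates: singlicate.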
aDG glyco act – activators of alpha-DG glycosylation, primary screen, uHTS, Pro5-aDG cells, AlphaScreen; alpha-DG glycosylation AlphaScreen (IIH6); 0% Pro5, 100% B10-LARGE cell signal; activation, % at 10 µM; 360,000 compounds, 0.22% hits;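 active means activation of at least 8% versus controls, or a plate z-score of at least 8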;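 further: Pro5 are CHO cells carrying HIG-tagged alpha-DG that lacks glycosylation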
Vif imaging – HIV Vif self-association inhibitors, primary screen, imaging, HEK293T, single point; HEK293T cells, Vif self-association by quenched fluorescence, 24 h; inhibition, % at 7.49 µM; 340,000 compounds, 0.35% hits; AID 602346, 2012; in the data active means inhibition above about 50%, passing the limit was not always enough; further: some results filed as inactive read as strong as hits
Cardio protect – cardioprotection against H2O2-induced cell death, primary screen, uHTS, H9c2 cells, ATPLite luminescence; protection from H2O2 cell death, % at 20 µM; AID 588492, 2011; 360,000 compounds, 0.63% hits; H9c2 cardiomyocytes, H2O2 injury protection, 2 h;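 active means compounds giving at least 50% protection of heart cells from peroxide-induced death in the single-dose screen, raw or plate-pattern-corrected value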;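 further: 0% = DMSO wells with peroxide and 100% = DMSO wells without peroxide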
N-glyco inh – increase of ERlucT glycosylation luciferase signal, primary screen, N-linked glycosylation inhibitor project, D54 ERlucT cells, luminescence, set 2; reporter increase, % at 12.5 µM; D54 ERlucT glycosylation luciferase reporter, 24 h; percent of 100 nM tunicamycin response; 360,000 compounds, 0.23% hits;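 active means mean luciferase reporter signal, scaled so untreated is 0 and the glycosylation-blocking control 100, at or above a set limit in every replicate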;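 further: luciferase carries N-glycosylation sites so blocking glycosylation raises the light; 0% = median of neutral control wells and 100% = median of 100 nM tunicamycin wells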
MC4R barr agon – MC4R agonists recruiting beta-arrestin, primary screen, cell-based, luminescence, agonist arm of biased-ligand search. 360,000 compounds, 0.98% hits. U2OS MC4R beta-arrestin complementation; percent of melanotan II response, DMSO zero. activation, % at 8.9 µM. Melanocortin receptor 4 (Homo sapiens), P32245;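 active means activation above a per-plate cutoff, the mean activation of sample wells on that plate plus 3 SD, cut at about 8% in these data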
HTR2A ag – mouse Htr2a agonists via beta-arrestin recruitment, primary screen, cell-based, luminescence; 5-hydroxytryptamine receptor 2A (Mus musculus), P35363; CHO-K1 mHTR2A beta-arrestin complementation; percent of 30 µM serotonin response; activation, % at 7.6 µM; 360,000 compounds, 0.66% hits; AID 624169, 2012;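 active means activation above a run cutoff, the mean activation of all tested compounds plus 3 SD, cut at about 14% in these data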;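 further: 0% = plate median of compound wells and 100% = 30 µM serotonin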
Target sequence (P35363 whole entry, looked up): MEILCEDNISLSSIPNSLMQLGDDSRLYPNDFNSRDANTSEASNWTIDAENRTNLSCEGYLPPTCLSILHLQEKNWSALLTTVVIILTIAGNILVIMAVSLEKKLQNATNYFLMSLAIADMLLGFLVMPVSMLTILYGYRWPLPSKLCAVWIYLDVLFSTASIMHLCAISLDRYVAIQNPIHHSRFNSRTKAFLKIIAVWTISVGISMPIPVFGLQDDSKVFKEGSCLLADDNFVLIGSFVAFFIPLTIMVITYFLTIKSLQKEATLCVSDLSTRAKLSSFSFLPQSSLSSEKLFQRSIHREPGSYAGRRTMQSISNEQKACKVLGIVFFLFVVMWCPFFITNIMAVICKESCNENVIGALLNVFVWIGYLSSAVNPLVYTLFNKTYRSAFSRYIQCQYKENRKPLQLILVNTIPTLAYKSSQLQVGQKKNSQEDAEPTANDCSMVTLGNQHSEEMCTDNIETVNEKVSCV
ABCB6 inh MLPCN – ABCB6 transporter inhibitors, primary screen, K562-ABCB6 cells, flow cytometry, MLPCN library; K562-ABCB6 porphyrin accumulation, 1 h; stronger effect = lower value; 360,000 compounds, 0.19% hits; ATP-binding cassette sub-family B member 6 (Homo sapiens), Q9NP58; fluorescence ratio to DMSO, % at 10 µM; AID 602162, 2011;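 active means fluorescence ratio to DMSO below 75%, the collection mean minus 3 SD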;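 further: signal is porphyrin accumulated inside mitochondria; 100% equals median channel fluorescence of DMSO control wells; lower ratio means ABCB6 inhibition with less porphyrin fluorescence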
* marks the source's active call; other numbers are inactive results; . = not tested or not shown.

SMILES	CaV13 ICDI inh	PDI turbidity	MC4R antagonist	aDG glyco act	Vif imaging	Cardio protect	N-glyco inh	MC4R barr agon	HTR2A ag	ABCB6 inh MLPCN
COc1ccc(OC)c(NC(=O)c2cc(-c3ccc(F)cc3OC(C)C)n[nH]2)c1	-7	3	10	-0.1	-5	5	0	-0.7	-2	92
Cc1ccc(C(=O)Nc2cc([N+](=O)[O-])ccc2F)s1	-5	7	-1	0.4	4	-9	-1	-0.7	3	103
O=C(/C=C\NCC(=O)c1ccccc1)c1ccc2ccccc2c1	-3	1	14	0.1	5	10	1	-1.8	-3	105
Cn1/c(=N/N=C/c2ccc(Cl)c([N+](=O)[O-])c2)sc2ccccc21	-2	-9	16	-0.1	1	6	0	0.9	7	89
C/C(=N\Nc1ccc(F)cc1F)c1ccc(N2CCOCC2)cc1	-19	5	-2	-0.3	2	-9	0	-0.7	0	109
COc1ccccc1-n1c(=O)[nH]c2c(C(N)=O)nc(-c3cccnc3)nc21	-5	5	7	0.0	.	42	2	0.0	-1	100
CCOC(=O)C1=C(C)N(CCCCCC(=O)O)C(=O)NC1c1cccc([N+](=O)[O-])c1 (configuration not stated)	-11	0	2	0.1	11	-1	2	-0.6	2	97
Cc1cc(C)cc(NC(=O)CN2CCc3ccccc3C2)c1	-4	0	1	0.0	-4	-2	-1	-2.4	-5	91
O=C(NCc1cccnc1)Nc1ccc(Cl)cc1	.	-1	2	-0.2	-4	0	1	-2.4	-4	95
C[C@@]12CCC[C@@](C)(C(=O)O)C1CC[C@@]13C[C@@H](NCc4ccccc4)[C@@](C)(CCC12)C3 (some centres not stated)	-4	1	6	-0.3	8	-1	-1	1.4	1	96
O=C(Nc1nnc(-c2ccc(F)cc2)o1)C1CCCN1S(=O)(=O)c1cccs1 (configuration not stated)	-6	-4	13	-0.3	-7	12	0	-0.4	-2	97
COc1ccccc1NC(=O)Cn1nc(C)n2cccc2c1=O	-2	10	-3	0.0	-4	9	4	-2.2	-2	103
CC1CCc2c(sc(NC(=O)/C=C/c3cccs3)c2C(=O)O)C1 (configuration not stated)	-11	-7	19	-0.1	-3	-1	1	-0.5	-6	102
CCCCN(C(=O)C1CC1)C1CCS(=O)(=O)C1 (configuration not stated)	-1	-10	11	-0.1	-5	3	-1	-2.4	3	99
CC(C)(C)n1nc2c(c1NC(=O)c1ccc(Br)cc1)CS(=O)C2 (configuration not stated)	-5	8	8	-0.1	-4	15	1	0.5	4	97
COCCn1c(SCC(=O)Nc2ccc(C(N)=O)cc2)nc2c([nH]c3ccccc32)c1=O	-7	-3	4	0.7	-6	-1	3	0.6	-3	96
CC1CCN(C2=NC(=O)/C(=C/c3ccccc3F)S2)CC1	-11	-2	0	0.1	-6	-15	-14	-1.7	6	93
CCCCNC(=O)C1(C)CCCCN1C(=O)c1ccc(C#N)cc1 (configuration not stated)	-5	-7	3	-0.2	16	-6	3	-1.6	-5	95
CCOC(=O)c1cnc2c(c(C)nn2C)c1Oc1cc(Cl)cc(Cl)c1	-3	-5	12	0.1	-12	4	-3	3.4	-3	100
COc1cccc(N2CCN(C(=O)C3CCN(C(=O)Nc4ccccc4)CC3)CC2)c1	-15	-5	0	-0.2	.	1	0	0.2	2	95
CC(C)c1cc(C(=O)N2CCCC(N3CCN(c4ccc(F)cc4)CC3)C2)n(C)n1 (configuration not stated)	-2	-7	0	0.4	-3	-4	-2	-0.9	-10	92
CCOC(=O)CC(NS(=O)(=O)c1ccc(OC)c(C)c1)c1cccc([N+](=O)[O-])c1 (configuration not stated)	-20	10	6	0.3	-3	2	-2	-0.9	0	101
Cc1ccc(C(=O)N2CCCCCC2)cc1S(=O)(=O)Nc1ccccc1	.	1	2	0.2	-2	-7	2	-4.3	-3	91
CSc1nc(SCC(=O)NCc2ccco2)c2c3c(sc2n1)COC(C)(C)C3	-10	-6	-5	0.0	3	4	12	0.7	19*	92
Cc1cc(=O)oc(C)c1C(=O)NCCC(C)C	-7	6	-2	0.0	20	-3	1	-0.7	0	88

(further entries)
SMILES	CaV13 ICDI inh	PDI turbidity	MC4R antagonist	aDG glyco act	Vif imaging	Cardio protect	N-glyco inh	MC4R barr agon	HTR2A ag	ABCB6 inh MLPCN
CCCn1cc2c(c1-c1cccc(C)c1)c(=O)n(C)c(=O)n2C	.	3	-1	0.9	4	2	1	-1.2	0	89
C#CCOCCOCCOCCNc1nc(N2CCN(C(=O)[C@H](CCC(=O)O)n3cc(CN)nn3)CC2)nc(N2CCN(C(=O)[C@H](CCC(=O)O)n3cc([C@@H](N)[C@H](C)CC)nn3)CC2)n1	-3	5	5	0.2	.	-2	2	-2.8	7	100
COc1ccc([C@@H]2[C@@H]3C(=O)N(C(C)(C)C)C(=O)[C@@H]3[C@]3(Cc4ccccc4)C(=O)N(c4cccc(Br)c4)C(=O)N23)cc1	-13	1	11	0.3	.	-4	37*	-0.9	-2	98
COc1ccccc1C(=O)N/C(=C\c1cn(C)c2ccccc12)C(=O)N1CCOCC1	-13	-9	4	0.1	-7	-1	1	-2.6	-1	89
CCC(=O)c1ccc(OCC(O)CNC(C)c2ccccc2)cc1 (configuration not stated)	-18	-2	8	0.4	2	1	-1	0.4	7	98
CCOC(=O)C1(Cc2cccc(OC)c2)CCCN(C(=O)c2cc(C)[nH]n2)C1 (configuration not stated)	-11	2	7	0.3	-1	11	-2	-0.6	1	98
COc1ccc(C2(C#N)CCC(=O)N2c2ccccc2)cc1 (configuration not stated)	-18	-5	20	0.1	-2	4	1	1.5	2	98
O=C(COC(=O)c1ccco1)Nc1nc2ccccc2s1	-5	10	6	-0.3	9	3	1	-1.5	-2	93
O=C(NCCc1ccccc1)/C(=N\O)c1ccccc1	.	-2	5	0.2	.	0	-2	-1.9	2	111
COC(=O)c1sccc1NC(=O)c1cc(C)on1	-5	-6	1	-0.3	2	-3	1	0.1	6	86
CC(=O)Nc1cc(-c2ccc(S(C)(=O)=O)cc2)cn2c(-c3ccc(F)cc3)cnc12	-5	-3	10	-0.3	3	13	-5	1.7	3	97
O=C(/C=C/c1ccco1)N1CCN(S(=O)(=O)c2ccc(F)c(F)c2F)CC1	-2	-5	4	-0.1	-2	1	0	5.1	6	98
O=C(NCCCN1CCN(c2cccc(Cl)c2)CC1)C1(S(=O)(=O)c2ccc(Cl)cc2)CC1	.	7	0	0.5	-1	3	-2	2.7	-6	101
CCOc1ccc(S(=O)(=O)N2CCC(C(=O)N3CCN(C)CC3)CC2)cc1Cl	-6	-3	20	0.0	-7	-2	3	1.0	-10	102
Cc1cc2c(cc1S(=O)(=O)CCC(=O)N(C)C1CCCCC1)OCC(=O)N2	-2	.	7	-0.1	-6	11	-2	-0.2	0	100
O=C(Nc1cccc(C(F)(F)F)c1)c1ccccc1NC(=O)C1CCCCC1	-6	7	8	-0.3	4	-19	2	2.3	10	95
CCC(CC)NC(=O)/C=C/c1ccccc1Cl	-6	-9	-5	-0.1	0	3	-1	0.2	-2	93
CCOC(=O)C(=O)Nc1sc(C(=O)N(CC)CC)c(C)c1C#N	-2	5	6	-0.1	1	8	0	-1.4	4	97
Cc1cccc(C(=O)OCC(=O)Nc2nccs2)c1	-9	-4	-1	-0.1	-1	-3	3	-0.8	-1	97
Cc1cc(OC(C)C(=O)NC2CCN(Cc3ccccc3)CC2)c2c(C)cc(=O)oc2c1 (configuration not stated)	.	5	7	-0.1	0	4	2	-2.9	-3	101
COc1ccccc1CNC(=O)c1ccccc1OC	-9	2	9	0.0	-5	10	1	-2.7	-4	104
Cc1ccc(S(=O)(=O)/N=C(\CCl)N2CCOCC2)cc1	-6	3	2	0.1	2	0	0	1.6	-3	101
Cc1ccc(C)c(N2CCN(S(=O)(=O)c3csc(C(N)=O)c3)CC2)c1	-2	-13	4	0.1	-2	-15	-1	-2.8	-1	93
O=C(NC(Cc1c[nH]c2ccccc12)C(=O)O)/C(=C\c1ccccc1)NC(=O)c1ccccc1 (configuration not stated)	-7	2	8	0.2	-6	5	0	1.1	1	105
CCOc1ccc(CCNC(=O)C2CCN(c3ccc(N4CCOCC4)nn3)CC2)cc1OCC	-8	-5	1	0.0	.	-6	2	-0.5	1	99

Next section.
SMILES	CaV13 ICDI inh	PDI turbidity	MC4R antagonist	aDG glyco act	Vif imaging	Cardio protect	N-glyco inh	MC4R barr agon	HTR2A ag	ABCB6 inh MLPCN
CSC1=N/C(=C\c2ccccc2C)C(=O)S1	-3	-20	-5	-0.1	3	-9	2	1.2	6	105
CNC(=O)CSc1nnc(NC(=O)C2CC(=O)N(c3ccccc3OC)C2)s1 (configuration not stated)	-4	1	7	0.0	-6	-5	0	-1.1	6	104
Cc1ccc2c(c1)C(C)(C)[C@]1(C)NC(=O)CCN21	.	-3	6	-0.3	12	4	0	-1.2	0	108
CCOC(=O)c1nn(-c2ccc(Cl)cc2)c2nc(CC)c(C#N)c(=O)n12	-6	-3	4	0.4	-4	0	1	-0.3	2	103
O=C1CC(N2CCN(Cc3ccc4c(c3)OCO4)CC2)C(=O)N1c1cccc2ccccc12 (configuration not stated)	-7	2	17	-0.2	0	-2	2	-0.9	2	95
COc1cc(C(=O)OCC(C)=O)cc(NC(=O)c2ccco2)c1OC	179*	-50	-1	0.4	8	41	0	-1.0	4	90
O=C(CCC(=O)N1CCCC1)N1CCCC1	-3	4	3	-0.3	5	-1	1	-2.2	0	102
CC1=CCn2c(=O)c3ccccc3c(=O)n2C1	0	12	-1	-0.3	-4	4	-1	-1.4	1	77
O=S(=O)(c1cccc(NC(=S)N2CCN(c3ccccc3)CC2)c1)C(F)F	-4	3	3	0.0	-7	-12	1	-2.0	-9	100
CCN(CC)C(=O)CSc1nc2cc3c(cc2c(=O)n1CCCCCC(=O)NCc1ccc(OC)cc1)OCO3	-11	-5	10	0.2	6	24	0	6.8	6	101
CCC(C(=O)NCCc1ccco1)n1nc(C)c2c(C)n(-c3ccccc3)nc2c1=O (configuration not stated)	-4	-11	7	0.5	-3	-1	-1	-2.1	-1	101
COc1ccc(Cc2noc(COc3ccc(Cl)cc3)n2)cc1	.	9	20	0.2	0	-10	-2	3.6	-6	98
O=C(C1CCCN(CCCc2ccccc2)C1)N1CCCCC1 (configuration not stated)	-4	5	21	0.0	1	10	1	-0.3	-7	104

Screens as filed in PubChem.
